Screens as filed in PubChem BioAssay.
CAL PDZ FP-1 = inhibitors of human CAL PDZ peptide binding | Q9HD26 | purified CAL PDZ, TMR-peptide fluorescence polarization, 1 h | inhibition, % at 24.9 µM | hit rate 0.92% among 300,000 | AID 602252;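 active means mean inhibition of at least 30% with at least half of replicates also reaching 30%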;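 further: 0% = DMSO neutral control and 100% = excess unlabeled competitor peptide PRC23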
Rtt109 Vps75 = C. albicans Rtt109 histone acetyltransferase inhibition | Q5AAJ8 | purified Rtt109/Vps75, ThioGlo CoA-SH fluorescence, 4 h | inhibition, % at 34.9 µM | hit rate 0.16% among 330,000;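 active means inhibition of at least 50% in every replicate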
Target sequence (Q5AAJ8 whole entry, looked up): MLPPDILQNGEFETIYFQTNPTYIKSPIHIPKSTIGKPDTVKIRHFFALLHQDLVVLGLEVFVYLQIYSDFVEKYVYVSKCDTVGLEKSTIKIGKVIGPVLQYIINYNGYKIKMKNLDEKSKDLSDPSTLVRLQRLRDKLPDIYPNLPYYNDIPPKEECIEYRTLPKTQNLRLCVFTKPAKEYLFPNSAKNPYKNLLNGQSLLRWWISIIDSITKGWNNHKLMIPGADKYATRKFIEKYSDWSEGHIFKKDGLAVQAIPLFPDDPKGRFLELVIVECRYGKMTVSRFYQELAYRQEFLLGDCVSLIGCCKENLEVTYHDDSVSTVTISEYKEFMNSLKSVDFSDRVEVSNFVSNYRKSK
V-ATPase pH = alters yeast V-ATPase proton transport | S. cerevisiae, pHLuorin cytosolic pH fluorescence | hit rate 0.37% among 350,000 | response, % at 10 µM; in the data active means response mostly above about 7.3%, no sharp cut-off; inactive means mostly below about 5.4%; further: actives read high; inactives centre near 0; some compounds called inactive have numbers as strong as hits; reference of the scale not given here
Tat export inh = blocks Tat-dependent protein export in E. coli. E. coli MC4100 TorA-mCherry Tat export, fluorescence. inhibition, % at 10 µM. hit rate 0.036% among 340,000. AID 488895;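 active means mean replicate inhibition at least 50% and at least half of replicates individually reaching 50%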;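 further: exported cargo escapes ClpAP degradation while cytoplasmic cargo is degraded and loses fluorescence; 0% = median of neutral control wells and 100% = median of NaSCN control wells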
Wnt act = activates Wnt/beta-catenin signaling in a reporter cell assay; AID 743398; activation, % at 9.35 µM; activator, plate reader; hit rate 1.2% among 300,000; in the data active means activation above about 30%, passing the limit was not always enough;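 further: 0% = neutral control wells and 100% = positive control wells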
RTF Ca sens act = cardiac RTF calcium sensitization; P19429+P45379; activation, % at 7.2 µM; IANBD-labeled TnC RTF fluorescence at EC20 calcium; 0% EC20 calcium, 100% full calcium; AID 493008; hit rate 0.24% among 340,000;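 active means activation above the mean over all tested compounds plus 3 SD, cut at about 30% in these data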;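 further: rise in fluorescence read as greater calcium sensitivity of cardiac thin filaments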
dFosB activator = mouse delta FosB homodimer activation; P13346; purified delta FosB, TAMRA-CDK5 oligo fluorescence polarization; percent of positive-control signal above neutral wells; activation, % at 25 µM; AID 493131; hit rate 0.99% among 340,000;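 active means mean activation above about 17%, with every replicate also reaching it, limit read from the data, passing the limit was not always enough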;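 further: fluorescence polarization rise as delta FosB binds a TAMRA Cdk5 AP-1 oligo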
CAL PDZ FP-2 = inhibitors of human CAL PDZ peptide binding | Q9HD26 | purified CAL PDZ, TMR-peptide fluorescence polarization, 1 h | inhibition, % at 20 µM | hit rate 0.02% among 330,000 | AID 504414;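 active means highest replicate inhibition of at least 40%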;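 further: plate controls were DMSO neutral control wells for no effect and unlabeled competitor peptide control wells for full effect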
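Material: tagged CAL PDZ domain; buffer or medium: 25 mM sodium phosphate pH 7.4, 150 mM NaCl, TCEP, IgG, Thesit; compound dosing: single point, 20 µM; schedule: 1 h incubation at room temperature before polarization reading; measured by: FP readout, S and P plane fluorescence; read-out basis: percent inhibition from loss of millipolarization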
CDK5 p35 inh = blocks human CDK5/p35 kinase activity; inhibition, % at 10 µM; Q00535+Q15078; hit rate 0.01% among 330,000; Recombinant CDK5/p35, ADP-Glo luminescence, 60 min;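 active means highest replicate inhibition of at least 50% and at least 75% of replicates reaching 50%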;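 further: plate controls were DMSO neutral control for no effect and GW8510 at 10 µM for full effect; many of its hits are not listed in these tables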
Target sequence (Q00535 whole entry, looked up): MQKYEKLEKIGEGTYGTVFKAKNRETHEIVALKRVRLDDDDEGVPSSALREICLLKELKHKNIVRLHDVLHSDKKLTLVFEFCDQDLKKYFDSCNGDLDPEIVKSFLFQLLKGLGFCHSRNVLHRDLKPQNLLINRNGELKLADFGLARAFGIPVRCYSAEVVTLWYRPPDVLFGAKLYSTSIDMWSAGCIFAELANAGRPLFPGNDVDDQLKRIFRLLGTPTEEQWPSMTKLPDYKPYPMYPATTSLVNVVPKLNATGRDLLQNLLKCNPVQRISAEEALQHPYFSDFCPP
Target sequence (Q15078 whole entry, looked up): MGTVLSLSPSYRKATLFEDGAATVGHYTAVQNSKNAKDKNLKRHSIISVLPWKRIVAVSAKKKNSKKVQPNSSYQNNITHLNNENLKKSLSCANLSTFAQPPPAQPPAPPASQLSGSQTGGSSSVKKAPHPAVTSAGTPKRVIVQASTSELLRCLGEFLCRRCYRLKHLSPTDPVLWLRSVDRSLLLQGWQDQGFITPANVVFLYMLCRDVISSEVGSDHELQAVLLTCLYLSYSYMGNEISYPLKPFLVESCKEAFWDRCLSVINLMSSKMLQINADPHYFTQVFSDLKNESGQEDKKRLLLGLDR
MITF act = increases MITF-driven TRPM1 promoter luciferase signal; SK-MEL-5 TRPM1-promoter luciferase, 24 h; % of positive control, neutral wells = 0; activation, % at 12.5 µM; hit rate 0.75% among 300,000;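 active means mean activation of at least 80% with every replicate also reaching 80%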;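 further: 0% = neutral control wells and 100% = parthenolide positive control wells; values of inactives mirror those of a sister screen read the other way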
The depositor's hits bear a star; / = not tested or not shown. This is a random part of the collection (roughly 4.1% active in at least one column).

Start of the data: the first five records, ahead of the listing:
SMILES | CAL PDZ FP-1 | Rtt109 Vps75 | V-ATPase pH | Tat export inh | Wnt act | RTF Ca sens act | dFosB activator | CAL PDZ FP-2 | CDK5 p35 inh | MITF act
Cc1ccc2c(CN3CCN(C(=O)c4ccco4)CC3)cc(=O)oc2c1C | -3.2 | 4.1 | -1.0 | -4.2 | -0.7 | 1.2 | -14.0 | -1.7 | -0.4 | -14.4
Cc1nc2ccc(NC(=O)c3cccc(S(=O)(=O)N4CCOCC4)c3)cc2s1 | -4.4 | -4.6 | 2.3 | 6.9 | 4.4 | -1.4 | -9.4 | -2.4 | 1.3 | -6.8
CC(=O)Nc1ccc(S(=O)(=O)NNC(=S)NCc2ccco2)cc1 | -0.9 | 12.0 | 4.7 | -8.0 | 0.2 | 0.7 | -7.6 | -1.6 | 0.8 | 1.5
COc1cc(CCCN2C(=S)NC[C@@H]2CCCCN)cc(OC)c1OC | 1.5 | -1.9 | 3.4 | 0.4 | -2.7 | 12.7 | -0.4 | 0.4 | 1.1 | -9.9
COc1ccc(C2(C(=O)Nc3ccc(S(=O)(=O)Nc4nc(C)cc(C)n4)cc3)CCCC2)cc1OC | -3.3 | -2.5 | -3.4 | 7.9 | / | -7.7 | -13.5 | -1.7 | -2.5 | -2.6

This part in full (from the top)
SMILES | CAL PDZ FP-1 | Rtt109 Vps75 | V-ATPase pH | Tat export inh | Wnt act | RTF Ca sens act | dFosB activator | CAL PDZ FP-2 | CDK5 p35 inh | MITF act
Cc1ccc2c(CN3CCN(C(=O)c4ccco4)CC3)cc(=O)oc2c1C | -3.2 | 4.1 | -1.0 | -4.2 | -0.7 | 1.2 | -14.0 | -1.7 | -0.4 | -14.4
Cc1nc2ccc(NC(=O)c3cccc(S(=O)(=O)N4CCOCC4)c3)cc2s1 | -4.4 | -4.6 | 2.3 | 6.9 | 4.4 | -1.4 | -9.4 | -2.4 | 1.3 | -6.8
CC(=O)Nc1ccc(S(=O)(=O)NNC(=S)NCc2ccco2)cc1 | -0.9 | 12.0 | 4.7 | -8.0 | 0.2 | 0.7 | -7.6 | -1.6 | 0.8 | 1.5
COc1cc(CCCN2C(=S)NC[C@@H]2CCCCN)cc(OC)c1OC | 1.5 | -1.9 | 3.4 | 0.4 | -2.7 | 12.7 | -0.4 | 0.4 | 1.1 | -9.9
COc1ccc(C2(C(=O)Nc3ccc(S(=O)(=O)Nc4nc(C)cc(C)n4)cc3)CCCC2)cc1OC | -3.3 | -2.5 | -3.4 | 7.9 | / | -7.7 | -13.5 | -1.7 | -2.5 | -2.6
Cc1cc(NC(=O)CCC(=O)N(c2ccccc2)C(C(=O)NCC2CCCO2)c2cccnc2)no1 (stereo unspecified) | -4.6 | 0.1 | -0.7 | 2.0 | / | 3.0 | 0.5 | 0.0 | 0.6 | 6.6
CCNC(=O)c1cc(S(=O)(=O)N2CCSCC2)ccc1OC | 2.1 | -7.7 | -0.6 | -5.6 | 0.8 | -0.1 | 2.7 | -0.3 | -2.9 | /
CC1CCN(c2c(NCC3CCC(C(=O)N4CCCC(C)C4)CC3)c(=O)c2=O)CC1 (stereo unspecified) | / | 13.8 | -0.1 | -3.8 | -2.7 | -0.8 | 1.7 | -0.2 | -1.6 | 1.2
COc1ccc(NS(=O)(=O)c2cc(NC(=O)C3CCCO3)ccc2N2CCCC2)cc1 (stereo unspecified) | / | -8.7 | 0.3 | -2.1 | -2.4 | 3.9 | 2.5 | -0.6 | -0.2 | 7.1
COc1ccccc1C(CNC(=O)c1ccc(S(=O)(=O)NCc2ccco2)cc1)N(C)C (stereo unspecified) | 9.9 | -3.1 | 5.7 | 12.9 | / | 1.4 | -3.1 | 0.1 | -3.6 | -6.1
COc1ccccc1C(=O)Nc1nnc(-c2ccc(F)cc2)o1 | / | -16.4 | -5.0 | 6.2 | -1.1 | 2.4 | -10.0 | -1.1 | 0.9 | /
O=C(COC(=O)CN1C(=O)COc2ccccc21)NC1CCCCC1 | 2.9 | -1.7 | 13.9 | -3.8 | -4.2 | -1.8 | -2.5 | -0.5 | 0.8 | -3.9
O=[N+]([O-])c1ccc(NCCNc2ccc([N+](=O)[O-])cc2)cc1 | -1.7 | -2.5 | -0.7 | -5.4 | -2.9 | -4.3 | -9.9 | 3.0 | -1.2 | -0.8
COc1cc(S(=O)(=O)NC2CCCC2)ccc1-n1cnnn1 | 5.0 | 3.8 | 6.1 | -4.6 | -0.6 | -0.2 | 3.0 | -2.3 | 0.6 | -12.8
CC1CCN(C(=O)c2cc(-c3ccccc3O)on2)CC1 | 3.8 | 0.0 | -2.1 | 10.7 | 63.3* | 0.6 | 6.1 | 0.7 | 1.0 | 104.5*
CCCCn1c(=O)n(Cc2cccc(F)c2)c(=O)c2c1ncn2Cc1ccco1 | -4.0 | 11.0 | 6.1 | -13.4 | / | -3.9 | 7.2 | -0.4 | -1.3 | 4.5
S=C(NN=C1C2CC3CC(C2)CC1C3)Nc1ccccc1 | -4.5 | -6.6 | -3.6 | 0.8 | / | 7.0 | -11.9 | -3.2 | -1.6 | 15.4
CC(OC(=O)CCCN=C1NS(=O)(=O)c2ccccc21)C(=O)Nc1ccc(F)cc1Cl (stereo unspecified) | -0.5 | -16.2 | -3.1 | 2.5 | 1.4 | 2.2 | -4.2 | -2.4 | 0.3 | 8.2
COc1ccc(-c2ccc(Nc3ccc(S(=O)(=O)N4CCCC4)cc3)nn2)cc1OC | -10.2 | 6.1 | 0.5 | 3.8 | / | 5.1 | 5.9 | -15.0 | -1.7 | -17.9
CC1Cc2nc(SCC(=O)Nc3nccs3)n(Cc3ccccc3)c(=O)c2S1 (stereo unspecified) | / | 2.5 | 13.1 | 4.9 | -7.0 | 3.2 | -5.8 | -1.5 | -0.6 | /
CCOc1ccc(S(=O)(=O)N2CCC(C(=O)NCc3ccco3)CC2)cc1 | -5.7 | -0.6 | -2.2 | 7.3 | 0.9 | -2.1 | -11.3 | -1.5 | -0.7 | -0.4
CSc1ccccc1NS(=O)(=O)c1ccccc1 | -3.9 | -4.6 | -1.9 | -0.6 | / | 4.8 | 1.1 | -0.4 | -1.5 | /
CCN(CCn1cccn1)C(=O)CCc1nnc(-c2ccccc2)o1 | 1.9 | -0.1 | 1.1 | 2.4 | 3.1 | 3.8 | -5.3 | -2.3 | -0.6 | 22.8
Cc1ccc(S(=O)(=O)NC(C)C(=O)Nc2ccc(C(N)=O)cc2)cc1 (stereo unspecified) | -8.7 | -6.4 | -0.9 | -2.5 | -5.1 | 0.4 | 1.2 | / | -0.4 | -0.7
O=C(Cc1cccc(NC(=O)C2CCCN(C(=O)C3CCC3)C2)c1)Nc1cccc(C(=O)N2CCCC2)c1 (stereo unspecified) | 2.2 | 7.7 | 2.9 | -3.6 | -0.6 | 8.6 | -0.9 | 1.3 | 0.3 | -5.4
CCOC(=O)NC(=O)/C(C#N)=C\NNc1ncc(C(F)(F)F)cc1Cl | 0.5 | -16.0 | 2.0 | -6.2 | -2.0 | -5.5 | 1.0 | -0.2 | 0.4 | 3.6
COC(=O)c1c(-c2ccc3ccccc3c2)csc1NC(=O)Cc1ccc(OC)c(OC)c1 | -8.8 | -3.9 | -3.2 | 7.6 | -2.6 | 8.2 | -12.5 | / | -0.3 | -8.6
Cc1snc(S(=O)(=O)Cc2c(Cl)cccc2Cl)c1C#N | / | 3.7 | 0.0 | -9.4 | -3.1 | 0.8 | -2.6 | -0.8 | -0.7 | -1.0
CN(C)C(=O)CCc1ccc2c3c([nH]c2c1)[C@]1(CCc2ccccc2)[C@@H](C(=O)N2CCCCC2)C[C@H](CC(=O)NCCc2ccccn2)C(=O)N1CC3 | -5.3 | -1.1 | 2.0 | 16.1 | 0.4 | -3.4 | -17.0 | 0.8 | 0.9 | -2.5
O=C1COc2ccc(C(=O)COC(=O)c3ccccc3F)cc2N1 | -4.4 | 5.8 | 1.0 | 1.2 | -3.6 | -3.1 | 2.7 | -0.6 | 0.0 | 8.3
Cc1ccc(S(=O)(=O)N(C)CCCC(=O)N2CCN(C=O)CC2)cc1 | -1.7 | 21.1 | 0.3 | 15.2 | / | 3.3 | -4.4 | -3.1 | -1.8 | 4.2
COc1cc(OC)nc(Oc2ccccc2C(=O)Oc2ccccc2Cl)n1 | -1.7 | / | 2.6 | -0.4 | -0.6 | -4.6 | 2.6 | -3.3 | -0.4 | -4.6
CS(=O)(=O)N(CC(=O)Nc1ccccc1-c1ccccc1)c1ccccc1 | 0.1 | -2.5 | -2.0 | -9.1 | -12.1 | -8.3 | -1.3 | -2.3 | 0.1 | -7.2
O=C(CN1C(=O)CC(c2ccco2)Sc2ccccc21)NC1CCCCC1 (stereo unspecified) | / | 6.9 | -1.2 | 7.2 | 0.1 | -7.0 | -10.2 | 0.4 | 0.7 | -6.7
O/N=C1\CC/C(=N\O)c2nn(-c3ccc(Cl)cc3Cl)nc21 | -5.4 | 5.1 | 4.3 | -1.7 | -4.4 | -1.9 | -1.3 | -1.2 | -0.5 | 2.6
COc1cccc(NS(=O)(=O)c2ccc(Br)s2)c1 | 1.2 | 1.7 | -2.6 | 7.1 | / | 3.6 | -16.7 | -1.1 | 0.3 | /
CN(c1ccccc1)c1nc(N)c([N+](=O)[O-])c(Nc2ccccc2F)n1 | -2.6 | -2.6 | 2.0 | -2.1 | 3.8 | -2.6 | -6.5 | / | 0.2 | 16.3
Cc1ccc(C2C(C(=O)c3cccs3)=C(O)C(=O)N2CCN2CCOCC2)o1 (stereo unspecified) | 1.1 | -1.3 | -0.4 | -6.5 | 10.6 | 6.6 | 1.9 | -0.9 | -1.2 | /
Cc1ccc(C(C)C)c(OCC(=O)NC(=S)Nc2ccccc2N2CCOCC2)c1 | 8.9 | 6.0 | -0.2 | 0.3 | -1.0 | -2.9 | -1.7 | -0.7 | -0.2 | -25.8
CC1CCN(C(=O)CSc2nc3c(c(=O)n2C)SC(C)C3)CC1 (stereo unspecified) | -0.7 | -0.2 | 4.4 | -5.9 | -1.4 | 3.4 | 4.2 | -3.3 | 0.1 | -5.8
C=C(C)C(=O)Nc1cccc(C2=NOC3(C2)C[C@H](C(N)=O)N(C(=O)C(c2ccccc2)c2ccccc2)C3)c1 (stereo partly specified) | -5.1 | 15.0 | -6.6 | -0.9 | / | 0.9 | -7.2 | -1.6 | 0.7 | 1.9
C#CCOCCOCCOCCNc1nc(N2CCN(C(=O)[C@H](CCCCN)n3cc(CN)nn3)CC2)nc(N2CCN(C(=O)[C@H](CCC(=O)O)n3cc(CN)nn3)CC2)n1 | -35.0 | 3.3 | 2.7 | -0.8 | -0.9 | 8.8 | 1.9 | -2.6 | -0.2 | 17.4
CC(C)(C)C(=O)/C(C#N)=C/c1cccs1 | 4.7 | -6.0 | -0.1 | 2.4 | -0.3 | 1.0 | 2.8 | -2.2 | -0.2 | /
COc1cc2c(cc1OC)CN(C(=O)COc1ccc(C)c(C)c1)CC2 | -1.5 | 12.6 | 2.0 | 6.6 | -2.0 | -1.9 | -6.9 | -0.5 | 0.1 | -5.3
CSc1ncccc1C(=O)OCC(=O)NC12CC3CC(CC(C3)C1)C2 | -10.3 | 7.3 | 1.7 | -3.7 | -3.7 | 1.7 | -5.4 | -0.8 | 1.0 | -8.3
